High-throughput results from PubChem.
aDG glyco up = increases alpha dystroglycan glycosylation. AID 624168. 0.22% of 360,000 active. Pro5-aDG cells, alpha-DG glycosylation AlphaScreen (IIH6); 0% Pro5, 100% B10-LARGE cell signal. activation, % at 10 µM;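 active = activation of at least 8% versus controls, or a plate z-score of at least 8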;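 note: Pro5 are CHO cells carrying HIG-tagged alpha-DG that lacks glycosylation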
Cardio protect = modulators protecting cardiomyocytes from myocardial damage; protection from H2O2 cell death, % at 20 µM; 0.63% of 360,000 active; AID 588492; H9c2 cardiomyocytes, H2O2 injury protection, ATPLite, 2 h;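 active = compounds giving at least 50% protection of heart cells from peroxide-induced death in the single-dose screen, raw or plate-pattern-corrected value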;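 note: 0% = DMSO wells with peroxide and 100% = DMSO wells without peroxide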
ABCB6 inh MLPCN = blocks the human ABCB6 transporter; fluorescence ratio to DMSO, % at 10 µM; Q9NP58; K562-ABCB6 porphyrin accumulation, flow cytometry, 1 h; hits give low values; 0.19% of 360,000 active; AID 602162;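 active = fluorescence ratio to DMSO below 75%, the collection mean minus 3 SD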;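 note: signal is porphyrin accumulated inside mitochondria; 100% equals median channel fluorescence of DMSO control wells; lower ratio means ABCB6 inhibition with less porphyrin fluorescence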
MC4R ag barr = agonists of human melanocortin 4 receptor (MC4R) beta-arrestin; P32245; U2OS MC4R beta-arrestin complementation, luminescence; percent of melanotan II response, DMSO zero; activation, % at 8.9 µM; 0.98% of 360,000 active;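 active = activation above a per-plate cutoff, the mean activation of sample wells on that plate plus 3 SD, cut at about 8% in these data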
Target sequence (P32245 whole entry, looked up): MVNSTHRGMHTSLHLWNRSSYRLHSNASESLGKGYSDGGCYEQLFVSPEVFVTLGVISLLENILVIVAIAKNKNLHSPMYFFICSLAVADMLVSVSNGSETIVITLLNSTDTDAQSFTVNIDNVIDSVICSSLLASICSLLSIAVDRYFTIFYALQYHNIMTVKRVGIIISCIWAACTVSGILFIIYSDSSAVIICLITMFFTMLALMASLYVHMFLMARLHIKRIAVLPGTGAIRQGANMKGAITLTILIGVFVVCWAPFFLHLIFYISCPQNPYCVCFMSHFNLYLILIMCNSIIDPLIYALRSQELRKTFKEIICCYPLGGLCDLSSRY
CaV13 FRET inh = Disruptors of the CACNA1D IQ motif to Ca2+-dependent inactivation inhibitor domain association, primary screening, Förster resonance energy transfer in intact living …; HEK cells, CFP/YFP FRET ICDI-IQ, plate reader, 10 min; percent FRET-ratio fall versus neutral wells; AID 743397; 0.098% of 340,000 active; inhibition, % at 12.3 µM;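 active = mean replicate inhibition of at least 30% and at least 1% of replicates passing that level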;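 note: 0% = median of the neutral control wells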
HTR2A ag = mouse HTR2A agonism via beta-arrestin recruitment | activation, % at 7.6 µM | P35363 | 0.66% of 360,000 active | AID 624169 | CHO-K1 mHTR2A beta-arrestin complementation, luminescence; percent of 30 µM serotonin response;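 active = activation above a run cutoff, the mean activation of all tested compounds plus 3 SD, cut at about 14% in these data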;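 note: 0% = plate median of compound wells and 100% = 30 µM serotonin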
MC4R antagonist = blocks human MC4R cAMP signaling | P32245 | MC4R-expressing cells, MTII-stimulated cAMP, LANCE TR-FRET | inhibition, % at 6.5 µM | 0.48% of 360,000 active;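 active = inhibition above its plate's cutoff, the mean of tested wells on that plate plus 3 SD, cut at about 29% in these data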;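 note: 0% = Melanotan II alone and 100% = Melanotan II plus saturating MCL0020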
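Material: human MC4R-expressing U2OS cells. Probe or stimulus: Melanotan II challenge. Dosing: 6.5 µM single dose. Times: 30-min compound, 1-h challenge, 1-h detection, room temperature. Technique: TR-FRET with Eu-cAMP and labeled anti-cAMP, 671 nm. Replication: singlicate.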
Glyco luc inh = N-linked glycosylation inhibition; D54 ERlucT glycosylation luciferase reporter, 24 h; percent of 100 nM tunicamycin response; reporter increase, % at 12.5 µM; 0.23% of 360,000 active;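 active = mean luciferase reporter signal, scaled so untreated is 0 and the glycosylation-blocking control 100, at or above a set limit in every replicate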;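 note: luciferase carries N-glycosylation sites so blocking glycosylation raises the light; 0% = median of neutral control wells and 100% = median of 100 nM tunicamycin wells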
Vif imaging = inhibitors of HIV Vif. inhibition, % at 7.49 µM. 0.35% of 340,000 active. HEK293T cells, Vif self-association by quenched fluorescence, imaging, 24 h. AID 602346; in the data active = inhibition above about 50%, passing the limit was not always enough; note: some results filed as inactive read as strong as hits
PDI inh = inhibitors of human protein disulfide isomerase | P07237 | PDI insulin aggregation turbidity, A650, 90 min | inhibition, % at 10 µM | 0.052% of 350,000 active;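 active = mean inhibition across replicates of 30% or more, whatever share of single replicates reach that level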;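 note: absorbance from insulin aggregation driven by PDI reduction with DTT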
Target sequence (P07237 whole entry, looked up): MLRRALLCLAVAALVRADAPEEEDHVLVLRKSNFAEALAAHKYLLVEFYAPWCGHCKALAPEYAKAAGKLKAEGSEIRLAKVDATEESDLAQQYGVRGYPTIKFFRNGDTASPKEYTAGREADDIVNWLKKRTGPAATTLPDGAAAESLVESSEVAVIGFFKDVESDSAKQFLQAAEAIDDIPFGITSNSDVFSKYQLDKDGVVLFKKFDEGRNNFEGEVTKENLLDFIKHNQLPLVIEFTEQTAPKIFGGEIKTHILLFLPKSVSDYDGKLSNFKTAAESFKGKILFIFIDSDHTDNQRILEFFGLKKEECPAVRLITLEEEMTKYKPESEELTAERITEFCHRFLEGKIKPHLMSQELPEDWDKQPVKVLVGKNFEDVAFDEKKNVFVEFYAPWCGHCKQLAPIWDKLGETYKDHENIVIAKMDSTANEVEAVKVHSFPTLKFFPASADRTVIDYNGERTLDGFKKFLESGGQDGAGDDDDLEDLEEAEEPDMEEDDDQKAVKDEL
Active calls of the source: *; x = not tested or not shown.

SMILES	aDG glyco up	Cardio protect	ABCB6 inh MLPCN	MC4R ag barr	CaV13 FRET inh	HTR2A ag	MC4R antagonist	Glyco luc inh	Vif imaging	PDI inh
O=c1c2ccccc2ncn1-c1cccc(Cl)c1	0.0	7	97	-0.9	-1	0	10	1	5	1
Cc1ccccc1C#CC1=CC(=O)CC(C)(C)C1	0.0	-24	97	0.2	-11	-8	2	-6	-5	-1
COc1ccc([N+](=O)[O-])cc1N(CC(=O)Nc1ccccc1C(=O)NC(C)C)S(C)(=O)=O	0.1	17	98	0.4	-3	2	-1	6	-1	20
COc1ccc(C(F)(F)F)cc1NC(=O)c1nc2nc(C)cc(C(F)F)n2n1	-0.4	-9	102	-0.8	x	-4	2	-2	18	2
O=C(C1=C[C@H](c2ccccc2)C[C@H](OCCCCO)O1)N1CCOCC1	-0.1	3	103	-0.2	-3	2	3	0	0	3
Cc1onc(-c2ccccc2)c1C(N)=O	1.3	7	112	-0.2	-5	1	4	0	3	-8
O=c1c(-c2nnc(SCc3ccc(Cl)cc3Cl)o2)cccn1Cc1ccccc1	0.7	-15	104	4.3	-6	2	13	-3	1	-1
NS(=O)(=O)c1ccc(Cl)cc1[N+](=O)[O-]	0.4	1	99	-0.6	-15	6	15	3	12	10
Cc1ccc(C(=O)Nc2ccc(Nc3ccccc3)cc2)cc1C	0.0	-5	99	-0.8	-5	1	-7	3	2	7
O=C(Nc1ccc(S(=O)(=O)N2CCCC2)cc1)C1COc2ccccc2O1 (stereo not drawn)	-0.1	-15	104	-0.2	-2	0	5	1	-3	x
O=C(O)C1CC(=O)N(CCc2c[nH]c3ccccc23)C1 (stereo not drawn)	0.0	0	96	-1.9	-4	-1	5	2	1	6
O=C(CNC(=O)c1ccccc1)OC(C(=O)O)c1ccc(F)cc1 (stereo not drawn)	-0.1	-4	105	-0.2	-6	-1	2	0	1	-3
Cc1cccnc1NC(=O)c1ccc2c(c1)OCO2	0.2	3	101	-1.9	-5	0	2	2	11	-17
CCC(CC)c1nnc(NC(=O)c2ccco2)s1	0.7	4	96	-2.8	-2	-3	-7	3	-6	3
COC(CNC(=O)c1ccc(N2CCC3(CC2)OCCO3)c([N+](=O)[O-])c1)OC	-0.1	4	98	-0.9	-3	-1	11	1	4	7
Cc1occc1C(=O)NC(C)C12CC3CC(CC(C3)C1)C2 (stereo not drawn)	0.6	4	97	-0.4	-6	-1	11	-4	-3	-6
Cc1cc(Cl)cc(Cl)c1OCCCCN(C)C	0.6	10	96	0.6	-18	-4	-4	-1	3	-5
COc1ccc(C)cc1-n1ccn(CC(=O)Nc2ccc(Br)cc2F)c(=O)c1=O	-0.3	1	97	0.7	-15	-5	12	5	7	-3
CSCCC(NC(=O)c1ccc(Cl)cc1Cl)C(=O)NNC(=O)c1csc(N2CCOCC2)n1 (stereo not drawn)	0.0	-4	96	-1.6	x	4	2	3	x	1
CCn1c(CC(=O)Nc2ccccc2OC)nnc1SCC(=O)Nc1ccccc1F	0.2	-4	103	-0.8	-3	2	5	-2	-3	-4
N#Cc1ccc(C(=O)CSc2n[nH]c(=O)n2Cc2ccco2)cc1	0.2	-3	80	0.6	-4	-3	6	3	-4	-5
CCC[N+]1(CC#CCC(c2ccccc2)c2ccccc2)CCCCC1	0.0	-15	97	0.4	-4	3	4	1	-3	0
COc1ccc2[nH]c(=O)c(CN(C(=O)C3CCCO3)c3ccc(C)cc3)cc2c1 (stereo not drawn)	0.1	23	91	-0.7	-7	1	-1	2	1	-9
O=C1/C(=N\S(=O)(=O)c2cccs2)C([n+]2cccc(Cc3ccccc3)c2)=C([O-])c2ccccc21	3.6*	-14	138	-1.0	x	1	-11	-18	0	5
CC(C)N(C(=O)c1ccc2nc(-c3ccccc3)c(-c3ccccc3)nc2c1)C(C)C	0.3	-10	97	-2.0	-3	-2	1	-5	0	6

Full records from above.
Record of O=C(CNC(=O)c1ccccc1)OC(C(=O)O)c1ccc(F)cc1 (stereo not drawn) → aDG glyco up: -0.1; Cardio protect: -4; ABCB6 inh MLPCN: 105; MC4R ag barr: -0.2; CaV13 FRET inh: -6; HTR2A ag: -1; MC4R antagonist: 2; Glyco luc inh: 0; Vif imaging: 1; PDI inh: -3
Record of COc1ccc(C(F)(F)F)cc1NC(=O)c1nc2nc(C)cc(C(F)F)n2n1 → aDG glyco up: -0.4; Cardio protect: -9; ABCB6 inh MLPCN: 102; MC4R ag barr: -0.8; CaV13 FRET inh: x; HTR2A ag: -4; MC4R antagonist: 2; Glyco luc inh: -2; Vif imaging: 18; PDI inh: 2
Record of O=C(O)C1CC(=O)N(CCc2c[nH]c3ccccc23)C1 (stereo not drawn) → aDG glyco up: 0.0; Cardio protect: 0; ABCB6 inh MLPCN: 96; MC4R ag barr: -1.9; CaV13 FRET inh: -4; HTR2A ag: -1; MC4R antagonist: 5; Glyco luc inh: 2; Vif imaging: 1; PDI inh: 6

Back to the main list, repeating the five entries before the break.
SMILES	aDG glyco up	Cardio protect	ABCB6 inh MLPCN	MC4R ag barr	CaV13 FRET inh	HTR2A ag	MC4R antagonist	Glyco luc inh	Vif imaging	PDI inh
N#Cc1ccc(C(=O)CSc2n[nH]c(=O)n2Cc2ccco2)cc1	0.2	-3	80	0.6	-4	-3	6	3	-4	-5
CCC[N+]1(CC#CCC(c2ccccc2)c2ccccc2)CCCCC1	0.0	-15	97	0.4	-4	3	4	1	-3	0
COc1ccc2[nH]c(=O)c(CN(C(=O)C3CCCO3)c3ccc(C)cc3)cc2c1 (stereo not drawn)	0.1	23	91	-0.7	-7	1	-1	2	1	-9
O=C1/C(=N\S(=O)(=O)c2cccs2)C([n+]2cccc(Cc3ccccc3)c2)=C([O-])c2ccccc21	3.6*	-14	138	-1.0	x	1	-11	-18	0	5
CC(C)N(C(=O)c1ccc2nc(-c3ccccc3)c(-c3ccccc3)nc2c1)C(C)C	0.3	-10	97	-2.0	-3	-2	1	-5	0	6
COc1ccccc1/C=C1\CCC(C2CCCC2)C1=O (stereo not drawn)	0.5	-10	106	-2.0	-5	-1	2	0	-1	-12
O=C(COc1ccc2c3c(c(=O)oc2c1)CCC3)NC1CCCCC1	0.2	1	102	-0.5	-9	-2	6	0	11	0
C/C(=N\NC(=O)CCc1ccc(S(=O)(=O)N2CCOCC2)cc1)c1ccc(Br)cc1	-0.7	2	96	-3.3	-4	-4	2	3	5	1
CCC(C)NC(=O)c1cn(-c2cccc(C)n2)cn1 (stereo not drawn)	0.0	5	98	-0.6	x	3	3	2	-8	3
Cc1ccccc1NC(=O)C1CC(=O)n2ncnc2N1 (stereo not drawn)	-0.1	2	101	-1.4	-20	-1	3	1	9	3
Cc1ccc(OCc2nc(C#N)c(NCCCn3ccnc3)o2)cc1	-0.2	-17	93	0.1	-6	-5	-1	2	2	13
Cc1onc(-c2ccccc2Cl)c1C(=O)NNC(=O)c1cccc(F)c1	0.1	5	99	-0.9	-3	5	13	0	14	-7
COc1ccccc1C(OC(=O)c1cccs1)C(=O)NCC1CCCO1 (stereo not drawn)	0.2	5	103	0.5	-5	-3	15	1	1	3
COc1ccc(N2CC(C(=O)NCCS(=O)(=O)N3CCN(c4ccccc4)CC3)CC2=O)cc1 (stereo not drawn)	-0.1	-2	96	-2.8	-2	1	11	3	-8	-2
CCc1nc(NCCO)c(C#N)c2c1CSC(C)(C)C2	-0.1	14	106	2.7	8	-1	14	0	10	-5
Cn1c(-c2cccs2)[n+](C)c2ccccc21	0.4	7	98	-3.1	-1	4	4	4	-8	15
CSc1ccccc1C(=O)C1CCCN(C(=O)CCc2cccnc2)C1 (stereo not drawn)	-0.4	0	92	-0.8	5	-3	12	0	7	4
CCOc1ccc(CC(=O)N/N=C/c2cccnc2)cc1OCC	0.2	-3	101	-1.3	-8	9	-4	1	2	6
Cc1cccc(N2CCN(C(=O)C3CCN(c4ncnc5c4nc4n5CCCCC4)CC3)CC2)c1C	1.0	-5	91	-1.4	-4	2	11	-1	-7	-3
COc1ccc(/C=C2\C(=N)N3N=C(CC(=O)N4CCOCC4)SC3=NC2=O)cc1	0.4	4	95	-1.1	-2	1	0	1	11	5
Nc1cc(=O)[nH]c2nnc(SCC(=O)Nc3cccc4ccccc34)n12	0.0	5	101	1.3	-3	2	21	3	-2	4
COCc1nnc(NC(=O)CCCCCN2C(=O)c3ccccc3C2=O)s1	-0.1	13	98	-0.8	-7	2	6	-1	8	4
Oc1ccc(-c2nc3ccc4ccccc4c3c3c2CCC3)cc1O	-0.1	88*	96	1.7	-5	-2	13	1	7	-1
O=[N+]([O-])c1ccc(N2CCN(c3ccc(F)cc3)CC2)cc1	0.1	-4	89	0.7	-21	-3	0	0	0	7
Cn1c(/C(C#N)=C(\O)c2cccc(F)c2)nc2ccccc21	0.0	10	100	0.0	-3	-1	-3	1	0	2
N#C/C(=N\Nc1ccccc1F)c1nc(-c2ccccc2)cs1	-0.3	-8	96	-2.9	-20	-1	-4	0	0	-9
Cc1nnc(NC(=O)C2CCCN(S(=O)(=O)c3ccccc3C(F)(F)F)C2)s1 (stereo not drawn)	-0.1	16	83	-2.0	-1	6	12	-1	-14	-2
CCOC(=O)c1sc(NC(=O)Cc2ccccc2OC)nc1C	0.6	4	97	-1.2	-20	-3	-1	1	2	8
Cc1cccc(NC(=O)CN2C(=O)S/C(=C\c3ccccn3)C2=O)c1	0.3	-13	93	-3.3	-3	2	14	3	-9	-4
CCOc1ccccc1NC(=S)NCc1ccco1	0.1	5	91	-0.3	-5	2	-3	-1	8	19
(listing goes on)
SMILES	aDG glyco up	Cardio protect	ABCB6 inh MLPCN	MC4R ag barr	CaV13 FRET inh	HTR2A ag	MC4R antagonist	Glyco luc inh	Vif imaging	PDI inh
Cn1nccc1NC(=O)Nc1ccccc1	-0.2	10	102	-0.6	x	-1	-3	2	-2	13
CC(C)CNCC(=O)N1c2ccccc2Sc2ccccc21	0.2	12	91	-0.6	-5	2	1	-1	-6	-3
CC(C)C[C@H]1CNC(=S)N1C[C@H]1CCCN1C[C@H](Cc1ccc(O)cc1)N1C[C@H](Cc2ccccc2)N(CC2CCCCC2)C1=S	0.1	-5	99	x	-4	-3	x	-10	x	x
COC(=O)Cn1c(=NC(=O)c2cc(OC)cc(OC)c2)sc2cc(OC)ccc21	0.3	6	100	-1.0	-2	2	8	-1	2	-9
COC(=O)c1[nH]c2ccccc2c1NC(=O)C(C)N1CC(C)OC(C)C1 (stereo not drawn)	0.0	-1	101	-0.3	1	1	3	1	x	-1
O=S(=O)(Nc1cccc(C(F)(F)F)c1)c1cccnc1	0.3	0	98	-0.8	-5	-9	4	0	0	-2
